Artemis endo inh – Artemis (human) endonuclease inhibition; recombinant Artemis, quenched FAM hairpin cleavage fluorescence; 30,000 tested, 0.78% active; AID 686954; Q96SD1; inhibition, % at 10 µM;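 active means at 10 µM dose, at least 30% inhibition, measured as corrected fluorescence normalized to stimulator and neutral control wells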
Target sequence (Q96SD1 whole entry, looked up): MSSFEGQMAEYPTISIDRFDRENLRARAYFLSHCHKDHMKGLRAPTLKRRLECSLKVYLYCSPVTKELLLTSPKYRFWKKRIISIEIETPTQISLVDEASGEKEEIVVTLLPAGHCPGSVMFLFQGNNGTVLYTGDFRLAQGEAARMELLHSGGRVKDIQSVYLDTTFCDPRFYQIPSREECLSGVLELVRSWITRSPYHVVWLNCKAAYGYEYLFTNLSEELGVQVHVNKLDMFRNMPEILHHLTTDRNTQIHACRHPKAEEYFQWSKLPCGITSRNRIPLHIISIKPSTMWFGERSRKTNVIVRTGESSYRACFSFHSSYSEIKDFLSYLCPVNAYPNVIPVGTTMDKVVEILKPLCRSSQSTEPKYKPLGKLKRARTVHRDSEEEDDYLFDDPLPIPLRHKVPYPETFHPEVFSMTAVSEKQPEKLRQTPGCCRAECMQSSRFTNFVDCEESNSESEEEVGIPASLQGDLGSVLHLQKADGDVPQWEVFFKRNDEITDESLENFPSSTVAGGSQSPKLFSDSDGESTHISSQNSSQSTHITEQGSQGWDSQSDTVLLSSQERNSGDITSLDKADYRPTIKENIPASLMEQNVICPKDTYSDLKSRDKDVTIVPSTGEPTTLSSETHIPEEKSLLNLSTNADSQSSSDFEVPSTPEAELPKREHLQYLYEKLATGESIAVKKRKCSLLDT
* = called active by the depositor. Some of the compounds tested, so the mix of outcomes need not match the whole.

SMILES	Artemis endo inh
CCN(CC)CCCn1c(C)cc2c(c1=O)C(c1ccc(OC)c(OC)c1OC)C(C#N)=C(N)O2 (stereo unspecified)	2.5
Cc1nc2ccc(NC(=O)c3ccc(F)c(S(=O)(=O)N4CCOCC4)c3)cc2s1	-1.9
Cn1c(=O)c2c(nc(N3CCN(Cc4ccccc4)CC3)n2CCCc2ccccc2)n(C)c1=O	8.8
Cn1c(SCc2ccc(C#N)cc2)nnc1-c1ccccc1	1.4
CCOC(OCC)P(=O)(C(C)C)C(C)C	9.4
CC(C)CNS(=O)(=O)c1ccc(OCC(=O)Nc2ccc(F)cc2F)cc1	-2.7
CCc1nc2c(oc3ccccc32)c(=O)[nH]1	1.4
COC(=O)c1[nH]c2cc(C)ccc2c1NC(=O)CN1CCCc2ccccc21	6.9
COc1ccc(-c2nc(N)n(C(=O)Cc3ccccc3)n2)cc1	1.8
O=C(c1c(Cl)cccc1Cl)N1CCCCCC1	5.3
CCCn1nnc(NC(=O)c2cccc(Cl)c2)n1	-2.1
CCOc1ccc(C(=O)CSc2nnc(C3CC3)n2C)cc1	1.1
COC(=O)C1=C(C)N=C2SC(C#N)=C(N)N2C1c1cc(OC)c(OC)c(OC)c1 (stereo unspecified)	-4.9
Cc1nnc(NC(=O)CSc2nnc(Cc3ccccc3)n2Cc2ccccc2)s1	3.6
Cc1[nH]n(-c2ccccc2)c(=O)c1C1(C(F)(F)F)C(=O)N(c2ccc(F)cc2)C2=C1C(=O)CC(C)(C)C2 (stereo unspecified)	7.2
CC1=Nn2c(nnc2-c2cc(C)[nH]n2)SC1	-0.5
Cc1ccccc1NN1C(=O)C=CC1=O	2.0
O=C(CCCOc1ccccc1)N1CCCCC1	3.1
CC(C)(C)C(=O)Cn1c(NCCCO)nc2ccccc21	-9.7
Cc1nc2c3cnn(-c4ccccc4)c3ncn2n1	5.0
O=C(CN1C(=O)C2C3C=CC(C3)C2C1=O)NCCN1CCCc2ccccc21 (stereo unspecified)	4.5
CC(C)SC1=NC(C)(C)C=C(/C=C/c2ccc(Cl)cc2Cl)N1	-2.4
CSc1cc(C)n(-c2ccccc2C)c(=S)c1C(C)=O	-2.5
Cc1cccc(CN(CC(=O)N/N=C/c2cccs2)S(=O)(=O)c2ccc(Cl)cc2)c1	-1.0
COCCn1c(SCCCC(=O)c2ccc(Br)cc2)nnc1-c1ccncc1	0.8
CCN1C=C(Cc2ccccc2C)C2=C(C1)C(c1ccccc1C)C(C#N)=C(N)O2 (stereo unspecified)	8.2
Cc1c(/C(O)=C2\C(=O)C(=O)N(CCN(C)C)C2c2cccs2)cnn1-c1ccccc1 (stereo unspecified)	9.1
COc1cc(NC(=O)CSc2nnc(Cn3nnc4ccccc43)n2C)cc(OC)c1	5.0
Cc1c(C(=O)NCc2ccc(F)cc2)c(-c2ccccc2)nn1-c1ccccc1	8.0
Cc1ccc(P(=O)(O)c2ccc(C)cc2)cc1	-1.8

Remaining list, next part:
SMILES	Artemis endo inh
COc1ccc(-c2c(C)oc3c(CN4CCN(CCO)CC4)c(O)ccc3c2=O)cc1OC	0.6
N#CC1=C(N)Oc2cc(O)ccc2C1c1cccs1 (stereo unspecified)	3.6
O=C(CN(c1ccc(Cl)c(C(F)(F)F)c1)S(=O)(=O)c1ccccc1)N1CCOCC1	-2.5
CCCC(=O)N1c2ccccc2C(N(C(C)=O)c2ccccc2)CC1C (stereo unspecified)	-0.6
Cn1c(=O)[nH]c(=O)c2c1nc(NC1CCCCC1)n2Cc1ccccc1	-1.2
COc1ccc(CCSc2nnc(C3CCCCC3)n2N)cc1	-2.1
CCn1c(CSc2nnc3ccccn23)nc2cc(C(=O)O)ccc21	-0.3
CC/C(=C\C(=O)c1ccncc1)Nc1ccc(O)cc1	4.9
O=C(c1ccccc1)C(CCC(CN1CCOCC1)C(=O)c1ccccc1)CN1CCOCC1 (stereo unspecified)	-11.4
CC(Sc1nnc(CNc2cccc3ccccc23)n1-c1ccccc1)C(=O)N/N=C/c1ccco1 (stereo unspecified)	12.0
Cc1ccc(OCC(=O)Nc2ccc(-c3nc4ncccc4o3)cc2)c(C)c1	12.4
CCOCC(=O)N1CCCC(C(=O)OCC)C1 (stereo unspecified)	8.3
CCOC(=O)N1CCN(C(=O)CSc2nnc(-c3cccc(OC)c3)o2)CC1	-2.5
Cc1ccccc1Nc1nc(N)nc(CN(C)c2ccccc2)n1	10.7
O=C(CSc1nc(-c2ccccc2)cc(C(F)(F)F)n1)NCCN1CCOCC1	2.5
COc1ccc2c(c1)nc(N)n2Cc1ccccc1	-5.0
CCCC(C(=O)c1ccccc1)n1cncn1 (stereo unspecified)	7.1
CCn1c(=NC(=O)CSCC(=O)Nc2nccs2)sc2ccccc21	-3.9
Cn1c(N)c(C#N)c2c(c1=S)COC(C)(C)C2	-1.3
O=C(Nc1ccccc1)N1CCCc2ccccc21	7.5
Cc1ccc(S(=O)(=O)c2c(C)nn(C(C)(C)C)c2OC(=O)C2CCCC2)cc1	5.8
CCC(=O)NC(=S)Nc1ccc(Cl)cn1	-0.6
Cc1ccc(C2=NN(S(C)(=O)=O)C(c3cccs3)C2)cc1 (stereo unspecified)	2.8
Cc1ccc(OC(=O)c2cccc(S(=O)(=O)N(C)C)c2)c(-n2nc3ccccc3n2)c1	7.9
CC(=O)NNc1cccc(Cl)n1	12.4
CC1CCC(C(C)C)C2=C1C(C#N)(C#N)C(C#N)(C#N)C(c1ccccc1)N2 (stereo unspecified)	3.6
CC(=O)c1cccc(NC(=O)Nc2ccc(C)cc2)c1	-1.8
CCOC(=O)c1c(C)[nH]c(C(=O)Cn2c(=O)c3c(ncn3CC)n(Cc3ccccc3)c2=O)c1C	-1.4
C=CCC(Nc1ccco1)c1ccccc1 (stereo unspecified)	8.6
Nc1nnc(SC2CC(=O)N(c3ccccc3)C2=O)s1 (stereo unspecified)	1.3

Sorted by count of non-hydrogen atoms (smallest number first): some entries from above
SMILES	Artemis endo inh
O=C(Nc1ccccc1)N1CCCc2ccccc21	7.5
CC(=O)c1cccc(NC(=O)Nc2ccc(C)cc2)c1	-1.8
COc1ccc(CCSc2nnc(C3CCCCC3)n2N)cc1	-2.1
Cn1c(=O)[nH]c(=O)c2c1nc(NC1CCCCC1)n2Cc1ccccc1	-1.2
O=C(CSc1nc(-c2ccccc2)cc(C(F)(F)F)n1)NCCN1CCOCC1	2.5
Cc1ccc(OC(=O)c2cccc(S(=O)(=O)N(C)C)c2)c(-n2nc3ccccc3n2)c1	7.9

Other compounds follow:
SMILES	Artemis endo inh
Cc1ccc(C(=O)N2CCN(c3ccccc3)CC2)cc1S(=O)(=O)N1CCCC1	-0.3
O=S(=O)(/N=S1/CC=CCN1S(=O)(=O)c1ccccc1)c1ccccc1 (stereo unspecified)	-0.7
COc1cc(C2C3C(=O)N(Cc4ccccc4)C(=O)C3ON2c2ccccc2)cc(OC)c1O (stereo unspecified)	7.1
Cc1cccnc1NC(=O)Cn1nc(C)c([N+](=O)[O-])c1C	-3.9
CCc1cc2cc(C(=O)N3CCN(c4ccccc4)CC3)sc2s1	-2.0
CCOc1ccc(C2Sc3ccccc3NC3=C2C(=O)OC3)cc1 (stereo unspecified)	2.1
COc1ccc(NC(=O)c2c(Cl)n(C)c3ccccc23)cc1	6.2
O=P(O)(c1ccc(Cl)cc1)c1ccc(Cl)cc1	2.5
CCOC(=O)c1c(C)nc2sc3c(=O)n(-c4ccc(C(C)=O)cc4)nnc3c2c1-c1ccc(Cl)cc1	8.1
O=C(CSc1nc2ccccc2o1)Nc1nc2ccc(Br)cc2s1	10.4
N#Cc1c(NC(=O)CSc2nnc(-c3ccccc3O)n2-c2ccccc2)sc2c1CCCC2	27.0
O=C(Nc1ccc2c(c1)oc1ccccc12)c1ccc(Br)o1	-3.6
CNC(=O)c1ccc(-c2ccc(F)cc2)s1	0.0
Cn1c(=O)[nH]c(=O)c2c1nc(Br)n2CC(O)COCc1ccccc1 (stereo unspecified)	2.4
Cc1cc(C)n(-c2nc3c(c(=O)n(C)c(=O)n3C)n2C)n1	-1.3
Cc1ccc(C)c(NC(=O)C2CC3c4ccccc4C2c2ccccc23)c1 (stereo unspecified)	3.8
CCSc1nc(N2CCOCC2)c2c(c1C#N)CCCC2	-0.9
O=[N+]([O-])c1cc(C(F)(F)F)ccc1N1CCN(S(=O)(=O)c2ccc3ccccc3c2)CC1	0.2
CC(=O)N/C(=C/c1ccc(Cl)cc1)C(=O)NCCc1c[nH]c2ccccc12	-1.9
Cc1cc(C)n(CCn2nc(C)cc2C)n1	-4.8
COC(=O)c1ccc(CSc2nnc(Nc3ccc(OC)cc3)s2)o1	0.3
COc1ccc(C(=O)N2CC(=O)N(CCc3ccccc3)C(=O)C2)cc1OC	5.3
Cc1ccc(Cc2cncc(O)c2)cc1S(=O)(=O)O	1.1
CC1=C(C#N)C(c2cccnc2)C2=C(CCCC2=O)N1 (stereo unspecified)	1.5
Cc1ccc(-n2nc(C(=O)N3CCN(C)CC3)c3c4ccccc4n(C)c3c2=O)cc1	-5.2
COc1ccc(CC(=O)OCC(=O)Nc2ncc(Cl)cc2Cl)cc1	1.2
CCCCC(=O)Nc1ccc(NC(=O)C(C)C)cn1	-0.9
COc1ccc(CCNC(=O)C2CCCN(c3nn4c(=O)cc(C)nc4s3)C2)cc1OC (stereo unspecified)	-2.5
CCS(=O)(=O)NCC(c1cccnc1)N1CCN(c2ccccc2F)CC1 (stereo unspecified)	-7.9
CCC(=O)NCC(=O)OCC(=O)c1ccccc1	0.8

Further entries follow:
SMILES	Artemis endo inh
Cn1ncc(Cl)c1C(=O)Nc1cccnc1	-5.8
Cc1ccc(C(=O)Nc2ccc3cn[nH]c3c2)cc1S(=O)(=O)N1CCCCC1	0.2
Cc1ccc(SC(c2ccccc2)C(Cn2cncn2)C(=O)c2ccccc2)cc1 (stereo unspecified)	-1.5
CCc1ccc2oc(-c3cccc(NC(=O)c4cccnc4)c3)nc2c1	9.4
O=C(NCCN1CCOCC1)[C@H](Cc1ccccc1)N1C(=O)c2ccccc2C1=O	-5.1
CC(=O)N1CCN(C(=O)CC2OC(=O)c3ccccc32)CC1 (stereo unspecified)	-3.9
Cc1ccc(C(=O)COC(=O)CNS(=O)(=O)c2ccccc2)cc1[N+](=O)[O-]	-9.8
CC(=O)c1c(C)c2c(n1CCN(C)C)CCCC2	1.7
Cc1cc(N)n2nc(-c3ccc(C(C)(C)C)cc3)cc2n1	-2.1
COc1ccc2cc(CN(C(=O)Nc3ccccc3OC)C3CCCC3)c(=O)[nH]c2c1	0.0
CN1C(=O)/C(=C/c2ccccc2OCc2cccc(F)c2)NC1=S	-3.5
CC1(C)Cc2c(C#N)c(SCC(=O)c3ccccc3)nc(N3CCOCC3)c2CO1	5.7
CCOC(=O)c1cnc2c(C(F)(F)F)cccc2c1N1CCOCC1	4.7
NCCOc1ccccc1Cc1ccccc1	-4.7
O=C(NNC(=O)c1cc2cc3ccccc3nc2s1)c1cccc(Cl)c1	19.6
COC(=O)c1[nH]c2ccc(Br)cc2c1NC(=O)C(C)N1CCN(C2CCCCC2)CC1 (stereo unspecified)	0.7
COc1cccc(C(=O)N2CCN(C(=O)c3cccc4ccccc34)CC2)c1OC	5.4
Cc1nc2ccc(NC(=O)N3CCN(c4ccccn4)CC3)cc2s1	0.5
CC(c1ccccc1)n1cc(C(=O)NCC2CCCO2)nn1 (stereo unspecified)	-5.0
CCCN1C(=O)c2ccc(C(=O)NC3=NCCS3)cc2C1=O	0.0
O=C(NC12CC3CC(CC(C3)C1)C2)N1CCCC(CO)C1 (stereo unspecified)	-0.8
CC(=O)c1ccc(-n2nnnc2SCC(=O)Nc2cccc(NC(=O)c3ccco3)c2)cc1	5.0
O=C(c1cnccn1)N1CCN(S(=O)(=O)c2ccc3ccccc3c2)CC1	-8.4
O=C(c1ccco1)N1CCN(C(=O)c2cc(-c3ccncc3)nc3ccc(Br)cc23)CC1	10.7
CCC(C)(C)n1nnnc1C(c1ccc(C)cc1)N1CCSCC1 (stereo unspecified)	0.8
O=C(c1ccccc1)c1cccn1CC(=O)N1CCN(c2ccccc2)CC1	-3.4
COc1cccc(/C=C/c2ccncc2)c1OC	3.7
O=C(Cc1ccccc1[N+](=O)[O-])NCc1ccc(Cl)cc1	-0.7
O=C(CN1CCCC(O)C1)N1c2ccccc2Sc2ccc(C(F)(F)F)cc21 (stereo unspecified)	0.4
Brc1ccc(CSc2nccn2-c2ccccc2)cc1	-0.1

(cont.)
SMILES	Artemis endo inh
CCOC(=O)N1CCC2(CC1)C(C#N)=C(N)OC1=C2C(=O)CC(C)(C)C1	5.2
Cc1ccc(S(=O)(=O)N2CCN(C(=O)C3=COCCO3)CC2)cc1C	-4.0
CC(C)Cn1cnc2c(=O)oc3ccccc3c21	-1.9
COc1ccc(C(=S)N2CCNCC2)cc1	-2.1
S=C(NCc1cccnc1)Nc1cccc(Cl)c1	4.0
COC(=O)CSc1[nH]c(=O)cc(C)c1C#N	4.4

A stretch taken from the entries so far, as a working copy:
SMILES	Artemis endo inh
CC(C)Cn1cnc2c(=O)oc3ccccc3c21	-1.9
COc1ccc(C(=S)N2CCNCC2)cc1	-2.1
S=C(NCc1cccnc1)Nc1cccc(Cl)c1	4.0

2 entries picked at random from the list so far:
SMILES	Artemis endo inh
CCOC(=O)N1CCC2(CC1)C(C#N)=C(N)OC1=C2C(=O)CC(C)(C)C1	5.2
CC(C)Cn1cnc2c(=O)oc3ccccc3c21	-1.9
